Screening data (PubChem BioAssay)
aSyn yeast rescue: rescues yeast growth from alpha-synuclein toxicity. S. cerevisiae alpha-synuclein toxicity rescue, BacTiter-Glo growth, 24 h. Potency, µM (doses to about 46.1 µM), for the others: at the top dose growth rescue (activation), most hits filed as activators. 0.02% of 94,000 active. AID 1347070; active = well fitted activation curve with a large enough effect; inconclusive = small, poorly fitted or top-dose-only effect; also: 0% is about no effect
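Growth restoration measured by BacTiter-Glo luminescence after 24 hr at 30 deg C; alpha-synuclein yeast, raffinose-pregrown to mid-log, were added at OD600=0.02 in galactose medium onto pinned compounds.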
* marks the source's active call; other numbers are inactive results; ? = inconclusive; [ ] = remark or other dose. Potency is read from the fitted curve at half-maximal effect. These rows are one share of the data; rates above refer to the full screens.

no. | SMILES | aSyn yeast rescue
1 | Cc1ccc(Nc2c(-c3ccc(N(C)C)cc3)nc3ccccn23)cc1 | -27.3%
2 | O=C(Nc1nnc(-c2ccc(Br)cc2)o1)c1cccc(N2C(=O)CCC2=O)c1 | 10.8%
3 | CC1(C)Cc2c(cnn2-c2ccc(F)cc2)C(NC(=O)C2=CC(=O)CC(C)(C)O2)C1 (stereo not given) | -0.5%
4 | CC(Sc1ccccc1)C(=O)NCC1COc2ccccc2O1 (stereo not given) | 10.3%
5 | COc1ccc(NS(=O)(=O)c2ccc3[nH]c4c(c3c2)CCCC4)cc1Cl | -38.5%[inhibitor]
6 | O=C(CSc1nc2ccccc2c(=O)n1CCCN1CCOCC1)NC12CC3CC(CC(C3)C1)C2 | -0.2%
7 | Cc1ccc2c(c1)N(C(=O)N1CCC(C(=O)NCCc3ccccc3)CC1)CC(C)O2 (stereo not given) | 5.4%
8 | Cc1ccc(C)c(S(=O)(=O)N2CCCCC2CCNC(=O)C(=O)NCCc2ccco2)c1 (stereo not given) | 15.5%
9 | O=C(NCc1ccncc1)C1CCN(S(=O)(=O)c2ccc(F)cc2)CC1 | 2.7%
10 | CCCNC(=O)C1CCN(S(=O)(=O)c2ccc3c(c2)OCCO3)CC1 | -1.2%
11 | Cc1ccc(C(=O)Nc2ccc3nc(N4CCCCC4)cc(C)c3c2)cc1F | -14.3%
12 | Cc1c(Cl)cccc1NC(=O)CN1CCN(CCN=CC2=C(O)CC(c3ccccc3)CC2=O)CC1 (stereo not given) | 20.3%
13 | O=C(OCc1nnc(-c2ccccc2)o1)c1ccc(-n2cnnn2)cc1 | -1.9%
14 | CN(C)C(=O)c1nc2ccc(Cl)cn2c1CN1CCCC(OCc2ccccc2)C1 (stereo not given) | 10.6%
15 | Cc1ccc(-c2cn3c(n2)sc2cc(C(=O)NCCCc4ccccc4)ccc23)cc1 | 8.5%
16 | CN(Cc1c(F)cccc1Cl)C(=O)c1ccc2ccccc2n1 | 13.3%
17 | O=C(CSc1nc2c(c(=O)n1-c1ccccc1)SCC2)N1CCOCC1 | -1.3%
18 | O=C(COC(=O)c1ccc(O)cc1O)NC(=O)c1ccccc1 | 0.6%
19 | NS(=O)(=O)c1cccc(-n2cnnn2)c1 | 3.4%
20 | Cc1ccc(CN(Cc2ccco2)C(=O)c2cccc(C)c2)cc1 | ?
21 | O=C(Nc1ccc(F)cc1F)N1CCN(CCc2ccccc2)CC1 | -7.3%
22 | COc1cccc(C(=O)Nc2ccc(-n3nncc3-c3ccccc3)cc2)c1 | 7.2%
23 | COc1ccc(/C=C2\CCn3c2nc2cc(C(=O)O)ccc2c3=O)cc1OC | 4.8%
24 | CN1CCN(C2=NC(=O)/C(=C/c3ccccc3OS(=O)(=O)c3ccccc3)S2)CC1 | -1.8%
25 | NC(=O)c1ccc(NC(=O)COC(=O)C(Cc2ccccc2)NC(=O)c2ccccc2)cc1 (stereo not given) | -6.9%
26 | COc1ccc(N(CC(=O)NCc2ccccc2C)S(=O)(=O)c2ccc(C)cc2)cc1OC | 7.3%
27 | Cc1ccccc1OCc1ccc(-c2nc(C#N)c(N3CCN(c4cccc(Cl)c4)CC3)o2)o1 | -0.3%
28 | S=C(Nc1ccc2nsnc2c1)N1CCCC1 | -1.8%
29 | Cc1ccc(CN2CCc3nc(N4CCN(c5ncccn5)CC4)ncc3C2)cc1 | 1.8%
30 | Cc1cccc(-c2nc(SCC(=O)N(C)c3ccccc3)c3c(=O)n(C)c(=O)n(C)c3n2)c1 | 0.5%

Structural class, those above with fluorine.
no. | SMILES | aSyn yeast rescue
3 | CC1(C)Cc2c(cnn2-c2ccc(F)cc2)C(NC(=O)C2=CC(=O)CC(C)(C)O2)C1 (stereo not given) | -0.5%
9 | O=C(NCc1ccncc1)C1CCN(S(=O)(=O)c2ccc(F)cc2)CC1 | 2.7%
11 | Cc1ccc(C(=O)Nc2ccc3nc(N4CCCCC4)cc(C)c3c2)cc1F | -14.3%
16 | CN(Cc1c(F)cccc1Cl)C(=O)c1ccc2ccccc2n1 | 13.3%
21 | O=C(Nc1ccc(F)cc1F)N1CCN(CCc2ccccc2)CC1 | -7.3%

(next part)
no. | SMILES | aSyn yeast rescue
31 | CCCn1c(SCC(=O)c2[nH]c(C)c(C(C)=O)c2C)n[nH]c1=O | -2.4%
32 | Cc1cc(O)c(C(c2ccccc2)N2CCN(c3ccc(F)cc3)CC2)c(=O)n1Cc1ccco1 (stereo not given) | 6.2%
33 | CSc1cc(N2CCOCC2)nc(-c2ccccc2Cl)n1 | 13.9%
34 | COc1ccc(Cl)cc1NC(=O)Cn1cc2c(n1)CCC(C)C2 (stereo not given) | 1.8%
35 | COc1cccc(OCCSc2nc3ccccc3c(=O)[nH]2)c1 | -2.6%
36 | COC(=O)c1c(NC(=O)c2ccc(S(=O)(=O)N3CCCC(C)C3)cc2)sc2c1CCN(C(C)C)C2 (stereo not given) | 7.2%
37 | COc1ccc(-c2nc3nc(C)cc(C)n3c2Nc2c(C)cccc2C)cc1 | ?
38 | COc1cccc(CN(C)CCCn2cnc3c(OC)ncnc32)c1 | 3.3%
39 | c1ccc(NC2=Nc3cccc4cccc2c34)cc1 | 4.8%
40 | Cc1nc(N2CCCC2)ncc1C(=O)Nc1ccc(OC(F)(F)F)cc1 | -1.3%
41 | C=CCn1c(SCC(=O)N(CCOC)c2c(N)n(CCCC)c(=O)[nH]c2=O)nnc1-c1ccc(Cl)cc1 | 5.1%
42 | Cc1ccc(OC(=O)c2cc(-c3ccc4c(c3)OCCO4)on2)cc1C | -5.4%
43 | Cc1cc(C)c2ccc(=S)[nH]c2n1 | 4.2%
44 | CC1(C)CC(=O)c2cc(-c3nc(-c4ccc(Cl)cc4)cs3)c(=O)n(-c3ccc(F)cc3)c2C1 | -5.9%
45 | COc1ccc(/C=N/NC(=O)c2ccc(-n3cnnn3)cc2)cc1 | 0.5%
46 | COc1ccc(NC(=O)c2ccc3nc(CCc4ccccc4)oc3c2)cc1 | -13.3%
47 | COc1ccc(-c2[nH]c3c(c2-c2c(-n4cccc4)n(C)c(=O)[nH]c2=O)c(=O)[nH]c(=O)n3C)cc1F | 4.0%
48 | Cc1ccc(NC(=O)OCCNC(=O)OC(C)C)cc1 | 2.6%
49 | Cc1noc(/C=C/c2cccs2)c1S(=O)(=O)N1CCC(C(=O)Nc2ccc(F)c(Cl)c2)CC1 | 0.9%
50 | CCS(=O)(=O)N1CC(=O)N(c2ccc(C)c(C)c2)C(C)(C(=O)NC2CCCCCC2)C1 (stereo not given) | 0.6%
51 | Cc1cccc(Nc2sc(C(=O)c3ccc(Cl)cc3)c(N)c2C(N)=O)c1 | -0.7%
52 | COc1ccc(-c2noc(CN3CCN(c4cccc(Cl)c4)CC3)n2)cc1 | 1.9%
53 | Cc1ccc(NC(=O)C(C)Sc2nc(=O)cc(N)n2-c2cccc(C)c2)cc1 (stereo not given) | 6.0%
54 | O=C(Cn1c(=O)n(Cc2cccs2)c(=O)c2cccnc21)Nc1ccc(F)cc1 | -6.2%
55 | CCOC(=O)c1c(NC(=O)C2Cc3ccccc3C(=O)O2)sc2c1CCCC2 (stereo not given) | 13.6%
56 | CCn1cc(C(=O)O)c(=O)c2cnc(N3CCN(C(=S)NC(=O)c4ccccc4Cl)CC3)nc21 | 0.0%
57 | CC(C)(C)c1ccc(C(=O)Nc2c(C(=O)c3ccc(F)cc3)oc3ccccc23)cc1 | 2.6%
58 | COc1ccc(N2CCN(c3ncnc4onc(C)c34)CC2)cc1 | 10.6%
59 | CC(=O)c1cccc(NS(=O)(=O)c2c(C)nc3sc(C)cn3c2=O)c1 | -6.8%
60 | CC(C)c1ccc2c(c1)C(N1CCNCC1)Cc1ccc(F)cc1S2 (stereo not given) | -12.7%
61 | Cc1noc(C)c1COC(=O)c1csc2c1CCCC2 | 5.8%
62 | O=C(CCCOc1ccc(Cl)cc1Cl)Nc1ccc(O)cc1C(=O)O | 5.5%
63 | Cc1ccc(NC(=O)c2ccc3c(c2)CCN3S(C)(=O)=O)c(C)c1 | 7.5%
64 | Cn1c(=O)c2[nH]c(SCC(=O)c3ccc(F)cc3)nc2n(C)c1=O | 1.1%
65 | COc1ccc(Cc2nc3ccccc3c(=O)n2N)cc1OC | -5.6%
66 | CCOc1ccccc1NC(=O)COc1ccc(S(=O)(=O)N2CCCC2)cc1 | 4.3%
67 | COc1ccc(NC(=O)CN(C)C(=O)CN2C(=O)C3CCCCC3C2=O)cc1 (stereo not given) | -4.4%
68 | CCCOC(=O)c1c(NC(=O)C(C)Sc2nc(-c3ccccc3)cc(C(F)(F)F)n2)sc(C(=O)N(C)C)c1C (stereo not given) | 0.9%
69 | Cc1ccc(N2C(=O)CS(=O)C(c3ccccc3)C2=O)cc1C (stereo not given) | -2.0%
70 | COc1ccccc1NC(=O)CSc1nc2c(oc3ccccc32)c(=O)n1-c1ccccc1F | 6.1%
71 | COc1ccc(F)cc1S(=O)(=O)NCCc1csc2nc(-c3cccc(C)c3)nn12 | 8.0%
72 | CCCCN(C)CCNC(=O)CN1C(=O)CSc2ccc(S(=O)(=O)N3CCOCC3)cc21 | -3.7%
73 | Cc1ccc(CCNS(=O)(=O)c2cc3c(cc2Cl)NC(=O)CO3)cc1 | -7.0%
74 | Cn1nc(C(=O)OCC(=O)NCc2ccc(Cl)cc2Cl)c2ccccc2c1=O | -2.4%
75 | Cc1ccc(NC(=O)Cn2nc(N3CCN(c4ccccc4)CC3)ccc2=O)cc1F | ?
76 | Cc1ccc(CNC(=O)c2ccc3c(c2)nc2n3CCCC2)cc1 | -11.5%
77 | O=C(CCn1c(=O)c2ccccc2n(Cc2cccc(Cl)c2)c1=O)NCCc1ccccc1 | 4.2%
78 | CCOC(=O)c1[nH]c(C)c(C(=O)NCCc2ccccc2)c1C | -3.9%
79 | Cc1ccc(C(=O)Nc2ccc(Cl)c(-c3nc4ncccc4o3)c2)c(C)c1 | -4.8%
80 | Cc1cccc(CN(Nc2ccccc2)c2ccccc2)n1 | 9.1%
81 | CC(=O)NCCc1nc2cc(NC(=O)COc3ccc(C)cc3)ccc2n1C | 2.4%
82 | CC1CCN(C(=O)/C(=C\c2ccco2)NC(=O)c2ccccc2)CC1 | 11.5%
83 | CC(=O)c1ccc(NC(=O)c2ccc(-c3nc(COc4ccc(C)cc4)c(C)o3)cc2)cc1 | 4.0%
84 | COCc1cc(C)nc(SCC[N+](C)(C)CC(=O)c2ccc(Br)cc2)c1C#N | 9.2%
85 | Cc1ccc(S(=O)(=O)c2c(C)cc(C)nc2N2CCOCC2)cc1 | 1.7%
86 | Cc1cccc2nc(CSc3nnc(N)s3)cn12 | -2.6%
87 | O=c1c(C(c2ccc(Br)cc2)c2c(O)nc3n(c2=O)CCS3)c(O)nc2n1CCS2 | 16.0%
88 | COc1ccc2oc(=O)c(C(=O)Nc3ccc(C(=O)O)cc3)cc2c1 | -6.6%
89 | O=C(CSc1ccc(Cl)cc1)Nc1ccccc1 | -7.0%
90 | Cc1cc(=O)[nH]c(SCC(=O)NC(C)C2CC3CCC2C3)c1C#N (stereo not given) | 3.8%

(further entries)
no. | SMILES | aSyn yeast rescue
91 | COc1ccc(CNc2nc(-c3ccc(Cl)cc3)cc(C(F)(F)F)n2)cc1 | -2.6%
92 | Cn1nc(C(=O)NC2CCCCC2)c2c1-c1ccccc1SC2 | -5.1%
93 | Cc1ccccc1C(=O)Nc1ccc(S(=O)(=O)NCC2CCCO2)cc1 (stereo not given) | -5.1%
94 | Cc1ccc(/C=N/N2CCN(Cc3cccc4ccccc34)CC2)s1 | -47.5%[inhibitor]
95 | CCOC(=O)Cn1nc(C)c(NC(=O)c2ccc(Br)o2)c1C | -3.5%
96 | CCOc1ccccc1NC(=O)c1c(NCc2ccc(C)o2)sc2c1CCCCC2 | 6.7%
97 | CCN(CC)c1ccc(NC(=O)CCCN2C(=O)C(c3ccccc3)Oc3cccnc32)c(C)c1 (stereo not given) | -8.7%
98 | CC1(c2ccccc2)NC(=O)N(CC(=O)Nc2cccc(/C=C/c3ccccn3)c2)C1=O (stereo not given) | -3.4%
99 | Cc1ccc(NC(=O)CSc2nc3ccc(NC(=O)c4ccco4)cc3s2)c(C)c1 | 1.0%
100 | COc1ccccc1C(C(=O)NCc1ccccc1)N(C(=O)c1csnn1)C1CC1 (stereo not given) | 0.2%
101 | COc1ccc(-c2nn3c(=O)cc(CN4CCN(C(=O)Nc5ccc(C)c(Cl)c5)CC4)nc3s2)cc1 | 2.3%
102 | Oc1ccc(NCc2ccccc2OCc2ccccc2)cc1 | 9.7%
103 | Cc1ccc(NC(=O)CC(C)S(=O)(=O)c2ccc3c(c2)NC(=O)CO3)c(Cl)c1 (stereo not given) | -5.0%
104 | CCN(c1ccccc1)S(=O)(=O)c1ccc(OC)c(NC(=O)CNCCc2ccccc2)c1 | -6.9%
105 | CCOC(=O)C1CCCN(C(=O)C(CCSC)NC(=O)COc2ccccc2)C1 (stereo not given) | 1.6%
106 | O=C(Cc1ccccc1F)N1CCC(c2nc3c(nnn3Cc3ccc(F)cc3)c(=O)[nH]2)CC1 | 1.2%
107 | CCC(=O)Nc1ccc(S(=O)(=O)NC[C@H]2O[C@@H](n3cc(C)c(=O)[nH]c3=O)C[C@@H]2O)cc1 | -3.3%
108 | CN1C(=O)N(CC(=O)Nc2ccc3c(c2)OCO3)C(=O)C12CCCCC2 | -7.3%
109 | COc1ccc(-c2nn3c(-c4ccccc4C)nnc3c3ccccc23)cc1 | -17.6%
110 | Cc1cc(C)c2c(C)c(C(=O)N3CCC(c4nc5ccccc5s4)CC3)oc2c1 | 7.3%
111 | CC1CCCCC12NC(=O)N(CC(=O)Nc1ccccc1-c1ccccc1)C2=O (stereo not given) | -6.3%
112 | CC1CC(C)CN(C(=O)c2cccc(S(=O)(=O)N3c4ccccc4CC3C)c2)C1 (stereo not given) | 10.1%
113 | COC(=O)[C@@H](Cc1c[nH]c2ccccc12)NC(=O)c1cc(=O)[nH]c2ccccc12 | 2.1%
114 | COc1cccc(NC(=O)CSc2nnc(NC(=O)NC3CCCCC3)s2)c1 | -3.7%

Values in list order from above:
aSyn yeast rescue, entries 108 to 114 → -7.3%, -17.6%, 7.3%, -6.3%, 10.1%, 2.1%, -3.7%
